# High-throughput results (PubChem BioAssay)
# Eya2 phos inh – inhibitors of human Eya2 phosphatase activity; O00167; Potency, µM (highest dose often 76.9 µM), without a hit: at the top dose activity, negative = inhibition, usual class: inhibitors; AID 488837; recombinant Eya2, OMFP fluorescence dephosphorylation (OMFP is methylfluorescein phosphate); 330,000 compounds, 0.006% hits; also: potency is read from the fitted curve at half-maximal effect; % is scaled to controls: 0 for no effect and ±100 for the full control effect
# Target sequence (O00167 whole entry, looked up): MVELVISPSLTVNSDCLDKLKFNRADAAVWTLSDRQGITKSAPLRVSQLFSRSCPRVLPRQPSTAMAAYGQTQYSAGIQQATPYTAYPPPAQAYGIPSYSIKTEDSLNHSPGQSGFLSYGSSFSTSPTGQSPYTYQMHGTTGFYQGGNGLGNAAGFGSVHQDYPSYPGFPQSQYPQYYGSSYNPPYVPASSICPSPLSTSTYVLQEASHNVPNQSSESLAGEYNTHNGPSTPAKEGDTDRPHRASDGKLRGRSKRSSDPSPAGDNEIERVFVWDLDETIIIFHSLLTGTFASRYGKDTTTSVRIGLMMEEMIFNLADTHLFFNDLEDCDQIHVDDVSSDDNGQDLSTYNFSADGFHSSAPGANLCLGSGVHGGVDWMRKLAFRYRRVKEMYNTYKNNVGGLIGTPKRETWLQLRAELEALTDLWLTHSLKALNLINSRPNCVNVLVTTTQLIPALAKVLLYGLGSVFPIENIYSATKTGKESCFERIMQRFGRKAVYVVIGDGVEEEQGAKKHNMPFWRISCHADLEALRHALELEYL
#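 Eya2 protein (added as 0.2 uM solution) was preincubated with compound for 10 min at ambient temperature in 50 mM HEPES pH 7.5, 50 mM NaCl, 5 uM MgCl2, 0.05% BSA, 1 mM DTT. OMFP (added at 50 uM) then reacted 10 min; fluorescence read at 485/525 nm.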
# B2AR arrestin – agonists driving beta-arrestin recruitment to human beta2-adrenergic receptor. P07550. beta-arrestin recruitment to beta2AR, cell-based reporter. Potency, µM (top dose mostly 46.1 µM), inactives show at the top dose activation, actives largely listed as activators. 330,000 compounds, 0.02% hits. AID 492947;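 also: potency is read from the fitted curve at half-maximal effect; 0% = DMSO controls and full agonism = EC100 isoproterenol or metaproterenol; nearly all actives have a fitted effect of over 65% in size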
# Target sequence (P07550 whole entry, looked up): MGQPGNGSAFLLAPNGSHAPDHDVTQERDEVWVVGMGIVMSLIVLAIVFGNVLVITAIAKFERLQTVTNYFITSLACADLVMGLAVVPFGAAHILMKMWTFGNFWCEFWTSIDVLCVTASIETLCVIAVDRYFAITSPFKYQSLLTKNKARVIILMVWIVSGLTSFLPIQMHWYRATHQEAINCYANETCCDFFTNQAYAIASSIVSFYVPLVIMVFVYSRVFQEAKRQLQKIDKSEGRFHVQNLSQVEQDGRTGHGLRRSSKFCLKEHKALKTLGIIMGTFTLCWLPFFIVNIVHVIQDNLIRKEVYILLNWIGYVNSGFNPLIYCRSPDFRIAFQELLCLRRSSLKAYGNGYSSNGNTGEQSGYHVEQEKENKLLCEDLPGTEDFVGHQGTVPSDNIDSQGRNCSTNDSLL
# Tb PFK block – T. brucei PFK enzyme inhibition | T. brucei PFK, ADP-Glo luminescence | Potency, µM (doses to about 57.5 µM), for the others: top-dose activity, negative = inhibition, most hits filed as inhibitors | 330,000 compounds, 0.17% hits | AID 485367;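 also: potency is read from the fitted curve at half-maximal effect; 0% = uninhibited 1x PFK enzyme wells and -100% = no-enzyme wells; nearly all actives have a fitted effect of over 60% in size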
#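 Activity is normalized to no-enzyme wells (full inhibition) and 1.25 nM enzyme wells (no inhibition). Reaction: 0.5 mM F6P, 0.1 mM ATP, 45 min RT, ADP-Glo luminescence; concentration-response curves fitted and classed by quality.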
# USP2a inh – blocks human ubiquitin-specific protease USP2a; O75604; USP2 core, Ub-CHOP2 coupled fluorogenic reporter, 485/531; Potency, µM (top dose mostly 38.3 µM), for inactives: at the top dose activity change, negative = inhibition, most hits filed as inhibitors; 330,000 compounds, 0.01% hits;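 also: potency is read from the fitted curve at half-maximal effect; plate controls were DMSO wells for no effect and full inhibition by NEM control for full effect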
#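 USP2 core (10nM final) preincubated 30min RT with compound in 20mM Tris-HCl pH 8.0, 2mM CaCl2, 2mM beta-mercaptoethanol, 0.05% CHAPS; 25nM Ub-CHOP2 plus 25nM reporter substrate added, fluorescence (Ex485/Em531) read after 60min.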
# TCR activator – T cell receptor activation; 330,000 tested, under 10 active; AID 504894; Potency, µM (top dose mostly 9.22 µM), for inactives: at the top dose activation of IL-2 secretion, hits mostly activators; primary human leukocytes, anti-CD3, IL-2 HTRF, 48 h; also: % of control where 0% means no effect
#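 Activity was scored as IL-2 release from primary human leukocytes given only a TCR signal (a-CD3 beads) plus compound for 48 hr. Detection used a two-antibody HTRF format read at 665nm.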
# Mito fusion act – inhibitors of mitochondrial division or activators of mitochondrial fusion; Potency, µM (series often up to 46.1 µM), without a hit: at the highest dose growth rescue (activation), actives largely listed as activators; 320,000 compounds, 0.23% hits; S. cerevisiae fusion-defective mutant growth rescue, CellTiterGlo 48 h; AID 485298;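 also: potency is read from the fitted curve at half-maximal effect; % of control where 0% means no effect; nearly all actives have a fitted effect of over 45% in size; temperature-sensitive fusion mutants such as fzo1-1 at 37 °C on non-fermentable ethanol glycerol medium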
#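 Temperature-sensitive fusion-defective S. cerevisiae (e.g. fzo1-1, mgm1-5) were grown with compound in YPEG medium (3% ethanol, 3% glycerol) for 48 hours at 37C. Growth rescue was measured as viability by CellTiterGlo luminescence after 10 minutes at ambient.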
# BCR signal inh – chronic active BCR signaling inhibition; Potency, µM (titrated, usually from 46.1 µM), for inactives: at the highest dose ratio change, negative = lower green/red ratio, most hits filed as inhibitors; ABC-DLBCL IkBa-CBG/CBR reporter, luminescence ratio, 4 h; 340,000 compounds, 0.05% hits; AID 493014; active = well fitted inhibition curve with a large enough effect in the signal ratio, with a control signal flat, not every such curve was filed as active; inconclusive = small, poorly fitted or top-dose-only effect, or effect the other way, or a change in a side signal; the % refers to the signal ratio;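 also: potency is read from the fitted curve at half-maximal effect; plate controls were basal doxycycline-induced cells for no effect and cells given 10 µM MG132 for full effect; MG132 reads +100%, hits lower the ratio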
#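 TMD8 ABC-DLBCL cells carrying doxycycline-inducible green luciferase fused to IkappaBalpha plus unfused red luciferase were exposed to compounds (up to 46 uM) for 4 hrs at 37C. Activity came from the overlap-corrected green/red luminescence ratio.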
# uPA generation – inhibitors of cell surface uPA generation; cell surface uPA generation assay, qHTS; Potency, µM (doses to about 38.3 µM), inactives show top-dose activity change, negative = inhibition, most hits filed as inhibitors; 330,000 compounds, 0.31% hits; active = well fitted inhibition curve with a large enough effect; inconclusive = small, poorly fitted or top-dose-only effect; inactive = no such curve, though single readings can be large or run the other way; tested in mouse RAW 264.7 cells; also: potency is read from the fitted curve at half-maximal effect; % is scaled to controls: 0 for no effect and ±100 for the full control effect; nearly all actives have a fitted effect of over 55% in size
# TSHR antag – blocks TSH signaling through the human TSH receptor | P16473 | TSHR-expressing cells, TSH-stimulated cAMP HTRF, 2 h; active compounds read low | activity change, negative = inhibition, % at 11.5 µM | 330,000 compounds, 0.2% hits;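 active = activity change below a set negative limit, meaning inhibition stronger than a set level, cut at about -70% in these data; inconclusive = activity change between two set negative limits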; also: % is scaled to controls: 0 for no effect and ±100 for the full control effect
#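 TSHR-expressing cells, 200/well, pre-treated with compound, then stimulated with EC80 TSH (4nM final) for 2 hours at 37 deg C. cAMP measured by competitive HTRF: anti-cAMP cryptate antibody in lysis buffer plus cAMP-d2, read after 30 minutes at room temperature.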
# ELG1 repair inh – blocks ELG1-dependent DNA repair in HEK293T cells; HEK293T ELG1-luciferase reporter, luminescence, 16 h; DNA damage induced by 5-fluorouridine; Potency, µM (doses to about 46.1 µM), for inactives: at the top dose activity change, negative = inhibition, hits mostly inhibitors; 330,000 compounds, 2.3% hits; AID 504467; also: potency is read from the fitted curve at half-maximal effect; % is scaled to controls: 0 for no effect and ±100 for the full control effect; nearly all actives have a fitted effect of over 55% in size
#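 Luminescence from the luciferase reporter, measured 30 min after ONE-Glo reagent at room temperature, was the read-out. Beforehand, 2,000 cells per well were exposed for 16 hr at 37 °C to 5-fluorouridine together with compound or vehicle.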
# PTAP TSG101 blk – blocks PTAP/TSG101 interaction to inhibit HIV-1 budding | Q99816 | Fluorescence polarization, FITC-PTAP peptide / Tsg101 binding | Potency, µM (titrated, usually from 115 µM), without a hit: top-dose activity change, negative = inhibition, usual class: inhibitors | 340,000 tested, under 10 active; active = well fitted inhibition curve with a large enough effect in the main read-out, with a control signal flat, not every such curve was filed as active; inconclusive = small, poorly fitted or top-dose-only effect, or effect the other way, or a change in a side signal; inactive = no such curve, though single readings can be large or run the other way; also: potency is read from the fitted curve at half-maximal effect; % of control where 0% means no effect
#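 Fluorescence anisotropy tracks displacement of a FITC-tagged PTAP peptide (50 nM) from the Tsg101 binding domain (10 uM), following a 20 min room-temperature incubation at pH 7.5.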
# Active calls of the source: *; ? = inconclusive; . = no result given; [ ] = dose if it differs, or a comment. Unless noted, calls follow the shape of the dose curve; as a rule, active = well fitted curve in the direction sought with a large enough effect; inconclusive = small, poorly fitted or top-dose-only effect, or another doubt; inactive = no such curve, though single readings can be large; an effect the other way counts as inactive or inconclusive.
SMILES,Eya2 phos inh,B2AR arrestin,Tb PFK block,USP2a inh,TCR activator,Mito fusion act,BCR signal inh,uPA generation,TSHR antag,ELG1 repair inh,PTAP TSG101 blk
COc1ccc(-c2nc(=S)c3c([nH]2)Oc2ccc(C)cc2C3)cc1O,-5.9%,0.2%,-3.0%,0.8%,2.9%[46.1 µM],6.9%,2.4%,5.9%,14.1,13.4%,-1.4%
CCC(CO)Oc1cc(NCc2ccc(C(F)(F)F)cc2)c2ncn(C(C)C)c2c1 (configuration not stated),0.4%,-0.3%,5.9%,3.1%,-2.8%,.,-0.7%,?,-10.3,?,-6.6%
COc1ccc(N(CC(=O)NCc2ccccc2)S(=O)(=O)c2c(C)n[nH]c2C)cc1,-2.7%,0.0%,0.6%,4.9%,7.7%,-1.3%,-0.1%,-3.1%,-0.3,11.6%,-6.0%
COC(C[C@H](O)[C@H](C)[C@@H](O)COCc1ccccc1)OC,-1.0%,-1.1%,2.2%,-9.6%,0.1%,15.0%,0.5%,4.9%,-5.0,13.5%,1.9%
COc1ccccc1NC(=O)[C@@H]1CCCN1S(=O)(=O)c1ccc(Cl)cc1,1.0%,0.3%,-0.7%,1.4%,4.6%,.,-7.6%,1.4%,-9.8,-17.8%,-1.9%
CCCc1cc(=O)oc2c(CN3CCCC3)c(O)c(Cl)cc12,8.8%,-0.2%,0.4%,5.0%,-3.8%,2.9%,0.0%,0.4%,4.2,3.1%,-3.3%
O=[N+]([O-])c1cccc(S(=O)(=O)N2CCN(c3ccccn3)CC2)c1,5.8%,4.6%,6.7%,-0.5%,.,1.5%,2.2%,20.3%,-1.9,?,-2.4%
O=C(c1cccs1)c1coc2ccc(O)c(CN(CCO)CCO)c12,0.4%,0.0%,-6.5%,-8.2%,0.2%,-2.3%,?,.,3.8,6.6%,2.7%
O=C(COC(=O)c1ccccc1NCCO)Nc1cccc(S(=O)(=O)NC2=NCCCCC2)c1,-0.3%,0.2%,?,-0.2%,-4.4%,0.8%,-4.1%,-1.7%,2.4,3.1%,-5.3%
COc1ccc(CC(=O)Nc2cc(C)on2)cc1,9.6%,-0.1%,-4.1%,0.2%,-4.8%,-4.4%,?,3.7%,4.6,8.4%,-8.2%
Nc1nc(CSc2n[nH]c(-c3ccccc3)n2)nc(Nc2ccccc2)n1,4.1%,-0.1%,0.2%,-4.0%,-6.6%,-0.7%,?,-4.1%,-2.8,?,-0.6%
COc1ccc(N(C)C(=O)CCS(=O)(=O)c2cccc3nonc23)c(OC)c1,-6.2%,0.3%,5.2%,0.2%,4.4%,8.5%,-14.7%,0.3%,13.6,1.4%,-8.2%
Cc1ccc(S(=O)(=O)N2C[C@@H]3c4ccccc4N(S(=O)(=O)c4ccc(C)cc4)[C@@H]3[C@@H](C)C2CC(=O)c2ccccc2)cc1 (some centres not stated),6.2%,0.6%,0.4%,-1.2%,-4.8%[46.1 µM],.,2.4%,-1.7%,41.7,?,-1.6%
Cc1nc2c(Cl)cc(Cl)cc2[nH]1,2.3%,-0.1%,-18.9%,1.9%,0.0%,-15.9%,4.0%,1.5%,-1.8,-3.6%,-6.6%
CC(=O)Nc1ccc(S(=O)(=O)N2CCSC2c2ccco2)cc1 (configuration not stated),4.9%,-0.6%,0.8%,-0.4%,-1.5%,-0.1%,-1.1%,4.1%,8.2,-9.5%,-3.6%
Cc1ccc(CC(NC(=O)c2ccccc2)C(=O)NCC(=O)O)cc1 (configuration not stated),23.1%,-0.2%,-2.0%,3.0%,-0.6%,0.7%,-11.1%,.,-1.3,-6.8%,-5.3%
Cc1cc(C)cc(-n2c(C)cc(/C=N\NC(=O)COc3cccc4cccnc34)c2C)c1,-24.6%,0.3%,-0.9%,0.1%,0.7%[46.1 µM],7.7%,-0.1%,12.3%,12.6,-28.2%,-0.4%
O=S(=O)(Nc1ccc(-c2ccc3nncn3n2)cc1)c1cc(F)ccc1F,13.8%,-0.7%,0.8%,3.2%,0.8%,0.4%,?,-4.4%,-6.2,?,-3.5%
Cc1cc(C)c2c3c(sc2n1)C(=O)N(C)CC(=O)N3,-9.9%,0.4%,0.1%,1.4%,-0.6%,5.0%,?,.,1.7,8.5%,-2.6%
Cc1ccc(S(=O)(=O)/N=C(/Nc2ccccc2C)c2ccccc2)cc1,-17.2%,5.9%,2.4%,-1.4%,-6.3%,.,6.3%,2.7%,-7.8,-16.2%,-1.0%
CCOC(=O)c1ccccc1NC(=O)Cn1cnc2c(nnn2-c2ccc(C)cc2)c1=O,-25.3%,0.3%,-1.4%,1.9%,4.1%,-0.2%,2.3%,3.9%,8.4,0.0%,1.2%
CCc1ccc2nc3sc(C(=O)Nc4nnc(CC)s4)c(N)c3cc2c1,11.5%,-0.2%,0.1%,-0.8%,2.6%,1.9%,?,-26.2%,2.8,?,-3.4%
Cc1cccc(C)c1NC(=O)NN(C(=O)c1ccccc1)C(C)(C)C,-0.8%,-0.2%,2.1%,0.5%,-10.4%[46.1 µM],-0.2%,-1.1%,-3.1%,1.4,-9.9%,-0.2%
Cc1nc(SCC(=O)NC(=O)NC2CCCCC2)nc(C)c1C,-25.5%,0.0%,-10.3%,1.6%,2.6%,-1.7%,3.3%,.,0.2,-17.9%,-1.8%
COc1cc(/C=N/NC(=O)CNC(=O)c2cccs2)ccc1O,-2.2%,0.2%,2.8%,-3.1%,-1.6%[46.1 µM],-12.6%,-12.1%,-3.8%,5.2,26.0%,-7.9%
COc1ccc(N(CC(=O)Nc2cc([N+](=O)[O-])ccc2C)S(C)(=O)=O)cc1OC,-17.5%,0.0%,-0.8%,1.0%,1.3%,3.8%,?,-4.5%,6.0,18.7%,-5.6%
Cc1noc(C)c1C(=O)Nc1cc(S(=O)(=O)N2CCCCC2)ccc1N(C)C,-11.8%,-0.2%,-2.8%,-2.2%,0.6%,4.1%,-11.3%,-3.8%,2.1,9.7%,3.1%
Cc1nnc2ccc(-c3ccc(NS(=O)(=O)c4ccccc4F)cc3)nn12,-10.5%,-0.1%,12.7%,-0.8%,4.3%,-2.8%,?,-7.6%,-2.1,?,0.3%
CCCn1c(SCC(=O)Nc2cccc(F)c2)nc(O)cc1=O,3.3%,-0.3%,-2.6%,0.0%,3.5%,-5.2%,4.1%,4.5%,-15.0,7.6%,-0.1%
CCC1CCCCN1Cc1nc(Cc2ccccc2Cl)no1 (configuration not stated),5.6%,-0.5%,0.0%,1.5%,0.4%,-2.8%,-0.4%,3.5%,-6.6,13.0%,-0.6%
O=C(CN1CCN(S(=O)(=O)c2ccc(F)cc2)CC1)Nc1cc(C(F)(F)F)ccc1Cl,2.8%,-0.3%,-8.3%,-0.8%,4.2%,15.4%,0.4%,7.3%,-5.3,25.9µM*,?
CC(C)NC(=O)c1onc(CSc2ccc(Cl)cc2)c1C(=O)NC(C)C,-13.1%,-0.4%,-1.1%,-0.4%,5.7%,23.0%,5.4%,-9.9%,-11.2,-5.3%,.
O=C(CSc1nnc(NC2CCCCC2)s1)NC1CCS(=O)(=O)C1 (configuration not stated),30.7%,0.0%,-0.4%,2.0%,2.5%,1.5%,1.2%,4.5%,23.8,5.4%,-6.3%
Cn1cc(CN2CCC(C(O)CCc3ccccc3)CC2)c(-c2ccccc2F)n1 (configuration not stated),-3.7%,-0.3%,-1.1%,-0.4%,5.3%,-4.2%,7.5%,-1.9%,-1.2,8.0%,-3.6%
Cc1ccc(NC(=O)CN2CCC(C(N)=O)CC2)cc1[N+](=O)[O-],15.0%,0.0%,-6.6%,1.3%,-6.9%,-2.7%,-0.3%,-11.5%,-4.0,?,0.8%
FC(F)(F)c1cccc(N2CCN(Cc3ccoc3)CC2)c1,-18.7%,-0.1%,-5.9%,-5.6%,4.4%,-2.1%,-1.4%,.,5.4,18.3%,1.2%
